# High-throughput results (PubChem BioAssay)
# K1F lysis inhibition: inhibition of K1F phage lysis, E. coli UTI89, bacterial capsule biogenesis inhibitors, alamar blue (AID 488966); E. coli UTI89 K1F phage lysis, alamar blue, 2 h; higher % means a stronger effect; inhibition, % at 100 µM, or IC50 in µM where a hit was titrated; hit rate 0.02% among 340,000;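 active = phage lysis inhibition, versus mean bacterial control, above a set limit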;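 also: capsule biogenesis inhibitors block K1F phage lysis so surviving cells raise fluorescence; higher fluorescence means more inhibition of phage lysis; actives were called in the ten point dose series up to 300 µM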
# M17LAP inhibition: P. falciparum M17LAP inhibitors, primary screen, biochemical, fluorogenic H-Leu-NHMec substrate, 1536-well (AID 1619) | Leucine aminopeptidase (Plasmodium falciparum (isolate 3D7)) | one-dose inhibition, % at 30 µM; IC50 in µM for titrated hits | hit rate 0.38% among 220,000 | recombinant M17LAP, H-Leu-NHMec fluorogenic kinetic assay; higher % means a stronger effect;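 active = compound inhibiting the enzyme by more than half at any dose during confirmatory dose-response retesting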;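 also: plate controls were full reaction with DMSO carrier for no effect and no enzyme background for full effect; strong numbers were not always called active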
# MT stabilizer: microtubule stabilizers in HeLa cells, primary screen, imaging, high-content imaging. HeLa tubulin immunostaining HCS, 24 h; share of cells brighter than vehicle mean+2SD. % tubulin-high responders, % at 10 µM. hit rate 0.83% among 200,000;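 active = plate Z-score above 3 for both tubulin-high and condensed-nucleus cell shares, with cell loss under 80%, at 10 µM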;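 also: anti alpha tubulin signal scored within the nucleus-defined area of each cell; some results filed as inactive read as strong as hits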
# Dynein cargo inh: inhibitors of GR-EGFP nuclear translocation, primary screen, dynein cargo transport inhibitor project, imaging, high-content, 3617.4 mouse cells; hit rate 0.47% among 220,000; test concentration mostly 20 µM; stimulated with dexamethasone, 1 µM; hits give low values; AID 1381, 2008; z-score, hits read low;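 active = plate z-score of nuclear minus cytoplasmic receptor signal below a set negative limit, without overly bright fluorescence or cell loss, cut at about -3.5 in these data, passing the limit was not always enough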;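 also: z-score of nuclear minus cytoplasmic ring GR-EGFP intensity difference per well; some compounds called inactive have numbers as strong as hits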
#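 Buffer or medium: tet-free medium with charcoal-stripped serum / Also added: dexamethasone agonist, 1.0 µM final, for 30 min / Timing: induction 48 h, compound 1 h, agonist 30 min / Measured by: high-content fluorescence imaging after fixation / Read-out: nuclear-to-cytoplasmic GR-EGFP distribution per well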
# Ins promoter up: insulin promoter activators in MIN6 cells, imaging, high-content screening, mouse beta cells; hit rate 0.3% among 190,000; MIN6 insulin promoter-GFP reporter; hits give high values; AID 1625, 2009; z-score at 5 µM;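 active = z-score above 3 at 5 µM with at least 500 cells counted in the well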
# CSM14.1 death rescue: rescue of cells from ER stress-induced death, primary screen, 384-well, CSM14.1, thapsigargin, ATP luminescence (AID 1222); CSM14.1 thapsigargin-induced death rescue, ATP luminescence; higher % means a stronger effect; cellular ATP content (survival), % at 20 µM, or EC50 in µM where a hit was titrated; 190,000 tested, under 10 active;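 active = EC50 below 50 µM in the dose-response confirmation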;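 also: death triggered by thapsigargin at about 15 µM added after 2 h compound pretreatment; cell ATP read after overnight thapsigargin exposure of roughly 18 to 22 hours; normalized against plate controls of thapsigargin alone and 5% DMSO vehicle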
# bCat nuc transl: modulators of beta-catenin nuclear translocation, primary screen, imaging, HeLa cells, immunofluorescence, high-content | nuclear translocation activity, % at 5 µM | hit rate 0.3% among 190,000 | AID 1665, 2009;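 active = nuclear translocation activity above 50% at 5 µM, with a well cell count of 50 or more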;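 also: per-cell ratio of nuclear to cytoplasmic median beta-catenin stain intensity; plate controls were DMSO negative control for no effect and GSK-3 inhibitor IX positive control for full effect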
#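 System: Human HeLa cells, endogenous beta-catenin | Compound dosing: 5 µM primary, 0.02–20 µM confirmation | Timing: 24 h compound exposure at 37°C, 5% CO2 | Measured by: Fluorescence imaging of beta-catenin antibody stain plus DAPI | Read-out basis: % activation of per-cell nuclear versus cytoplasmic median beta-catenin signal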
# Autophagy mod: autophagy modulators in MEF cells, primary screen, imaging, high-content, MEF GFP-LC3; calls only at 10 µM (by protocol); MEF GFP-LC3 puncta imaging; test concentration mostly 10 µM; hit rate 0.98% among 190,000;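 active = percentage of spot-positive cells more than 3 SD above its plate mean, without a fluorescence outlier flag or 80% toxicity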;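 also: spot-positive cell cutoff set from DMSO-treated cells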
# P. falciparum M1AAP: P. falciparum M1AAP inhibitors, biochemical, fluorogenic H-Leu-NHMec substrate, 1536-well (AID 1445) | recombinant M1AAP, H-Leu-NHMec fluorogenic kinetic assay; higher % means a stronger effect | hit rate 0.42% among 220,000 | Aminopeptidase N (Plasmodium falciparum (isolate 3D7)) | inhibition, % at 30 µM; hits with a dose series show IC50 in µM;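 active = primary inhibition above the hit cutoff, then over 50% inhibition at one or more dose response concentrations, cut at about 23% in these data, passing the limit was not always enough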;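 also: plate controls were DMSO full reaction for no effect and no enzyme background for full effect; strong numbers were not always called active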
# Dynein cargo inh cytoplasmic EGFP: further read-out of Dynein cargo inh, marked with its call; z-score; measured here: cytoplasmic GR-EGFP intensity; hits give high values
# Dynein cargo inh nuclear GR-EGFP: recorded beside Dynein cargo inh, whose call it bears; z-score; measured here: nuclear GR-EGFP intensity;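 lower value marks the stronger effect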
# Dynein cargo inh cell count: also measured in Dynein cargo inh; calls as there; z-score; measured here: cell count per field
# Ins promoter up cell count: recorded beside Ins promoter up, whose call it bears; cell count; measured here: cytotoxicity, nuclei count;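 total cells summed across four imaged fields per well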
# bCat nuc transl cell count 5 µM: recorded beside bCat nuc transl, whose call it bears; cell count; measured here: cell count, cytotoxicity flag
# MT stabilizer Hoechst-high %: recorded beside MT stabilizer, whose call it bears; % Hoechst-high responders; measured here: nuclear condensation Hoechst responders;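 share of cells brighter than vehicle mean plus two SD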
# MT stabilizer cytotoxicity %: further read-out of MT stabilizer, marked with its call; toxicity, %; measured here: cytotoxicity by cell density;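 0% = mean cell density of plate MIN control wells and 100% = no cells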
# Autophagy mod cell loss 18 h: second read-out of Autophagy mod, no call of its own (marks repeat the call); toxicity, %; measured here: cell loss, nuclei count;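 cell loss after 18 h compound exposure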
# * marks the source's active call; other numbers are inactive results; i = inactive; . = no result given; + = active, no number; & = joins results of further samples; [ ] = dose if it differs, or a comment.
# The first two entries (preview)
SMILES,K1F lysis inhibition,M17LAP inhibition,MT stabilizer,MT stabilizer Hoechst-high %,MT stabilizer cytotoxicity %,Dynein cargo inh,Dynein cargo inh cytoplasmic EGFP,Dynein cargo inh nuclear GR-EGFP,Dynein cargo inh cell count,Ins promoter up,Ins promoter up cell count,CSM14.1 death rescue,bCat nuc transl,bCat nuc transl cell count 5 µM,Autophagy mod,Autophagy mod cell loss 18 h,P. falciparum M1AAP
O=C(CSc1cccc2cccc(Cl)c12)OCC(=O)N1CCN(C(=O)c2ccco2)CC1,-1.3%,-6%,2.5,1.9,7.2,0.81,-0.32,0.5,0.13,0.14,886,3.6%,-3.4,1203,i,-13,5%
Cc1cc(C)c(NC(=O)NC(=O)c2ccc(F)cc2)c(C)n1,i,5%,8.0,1.2,0.6,2.4,-0.44,1.3,-0.78,-0.5,1450,-1.2%,-1.0,1459,i,-15,0%

# Main list, from the start:
SMILES,K1F lysis inhibition,M17LAP inhibition,MT stabilizer,MT stabilizer Hoechst-high %,MT stabilizer cytotoxicity %,Dynein cargo inh,Dynein cargo inh cytoplasmic EGFP,Dynein cargo inh nuclear GR-EGFP,Dynein cargo inh cell count,Ins promoter up,Ins promoter up cell count,CSM14.1 death rescue,bCat nuc transl,bCat nuc transl cell count 5 µM,Autophagy mod,Autophagy mod cell loss 18 h,P. falciparum M1AAP
O=C(CSc1cccc2cccc(Cl)c12)OCC(=O)N1CCN(C(=O)c2ccco2)CC1,-1.3%,-6%,2.5,1.9,7.2,0.81,-0.32,0.5,0.13,0.14,886,3.6%,-3.4,1203,i,-13,5%
Cc1cc(C)c(NC(=O)NC(=O)c2ccc(F)cc2)c(C)n1,i,5%,8.0,1.2,0.6,2.4,-0.44,1.3,-0.78,-0.5,1450,-1.2%,-1.0,1459,i,-15,0%
O=C(NNc1c2ccccc2nc2ccccc12)c1ccc(O)cc1,0.0%,-4%,3.9,1.9,3.4,-0.041,0.027,0.32,-0.19,0.54,1494,-0.2%,2.9,1005,i,1,4%
CCC12C(=O)C(CC)(C(c3ccccc3)=C1c1ccccc1)[C@@H]1C(=O)N(c3ccccc3)C(=O)C12 (stereo partly specified),-0.8%,-4%,8.0,1.5,4.1,0.68,-0.17,0.16,-0.49,-0.95,1320,3.4%,1.9,1057,i,14,14%
CCN(CC)c1ccc(C=C(c2nnnn2-c2ccc(C)cc2)c2nnnn2-c2ccc(C)cc2)cc1,0.2%,4%,4.4,2.0,7.4,2,0.41,2.2,-1.9,1.6,1205,1.7%,2.4,1119,+,11*,6%
Cc1onc(-c2ccccc2)c1C(=O)N1CCCSC1=Nc1ccccc1,2.6%&0.8%,-2%,4.2,3.0,6.7,0.26,-0.24,-0.066,-0.54,-0.91,1279,-2.0%,0.1,964,i,-5,-6%
COc1ccc(C2N(S(=O)(=O)c3ccccc3)CCN2S(=O)(=O)c2ccc(C)cc2)cc1 (stereo unspecified),6.3%,-7%,1.0,0.6,9.3,-0.42,-0.014,-0.27,0.62,.,.,-3.7%,0.3,1022,i,-9,13%
N#C/C(=C/c1ccc(O)c([N+](=O)[O-])c1)C(=O)Nc1ccccc1,i,14%,22,34,45,-0.52,-0.22,-0.3,0.84,.,.,-6.0%,-0.9,1075,i,5,5%
COC(=O)c1coc(-c2ccc(OC)cc2)c1C(=O)OC,0.2%,8%,1.3,2.5,7.6,0.45,-0.1,0.33,0.46,.,.,-0.4%,.,.,i,-3,2%
Cc1cccnc1NC(=O)CSc1nnc(COc2ccc(C(C)C)cc2)n1C,-1.9%,11%,3.1,3.0,3.6,-0.43,-0.3,-0.54,0.5,0.85,1425,0.1%,0.8,552,i,-1,1%
COC(=O)c1nn(C23CC4CC(CC(C4)C2)C3)c2c1C(=O)N(c1ccc(Br)cc1)C2=O,0.3%,15%,1.7,1.1,7.3,0.39,-0.2,0.64,1.4,-0.74,901,4.1%,-7.3,1311,i,-16,4%
O=C(Cn1cnc([N+](=O)[O-])n1)NCc1ccccc1,0.2%,4%,2.3,1.4,1.8,-0.79,-0.19,0.25,1.6,0.89,1478,-1.8%,-0.7,1396,i,-23,3%
O=C(CN1CCOCC1)N/N=C/c1ccc(C(=O)O)cc1,0.1%,6%,4.3,2.6,13,-0.3,-0.26,-0.2,0.04,-0.82,1333,0.4%,0.3,1060,i,5,8%
Brc1ccccc1-c1nnc(CSc2nncn2-c2ccccc2)o1,0.0%,27%,3.5,1.8,5.1,1.1,-0.15,0.69,-0.72,.,.,-1.0%,-1.0,1160,i,0,2%
COc1cc(Br)cc2cc(C(=O)N3CCCCC3C)c(=O)oc12 (stereo unspecified),3.8%,8%,3.1,1.7,1.5,-0.63,-0.15,-0.96,-0.17,0.53,1329,0.2%,-0.6,1034,i,2,4%
O=c1c(-c2ccc(Cl)cc2)coc2c(CN3CCOCC3)c(O)ccc12,0.1%,-31%,2.1,1.7,5.7,-0.41,-0.23,-0.078,0.85,-0.4,1032,-0.3%,-4.2,889,i,1,6%
CCOc1ccc(C(=O)NCC2(c3ccccc3)CCOCC2)cc1,-0.1%,1%,3.1,1.2,2.2,1.2,-0.26,0.75,-0.95,0.16,1358,-0.9%,-0.8,1514,i,39,-10%
CC1CCCC(C(=O)O)N1C(=O)CCSSCCC(=O)N1C(C)CCCC1C(=O)O (stereo unspecified),0.9%,28%,1.5,1.4,7.7,-0.27,-0.24,0.055,0.29,0.08,892,3.9%,.,.,i,-3,1%
CCN(CC(O)COCc1ccc(Cl)cc1)C1CCCCC1 (stereo unspecified),0.1%,-3%,1.7,2.9,7.2,-0.054,-0.16,-0.018,0.95,-0.65,1330,1.0%,-1.2,1078,i,6,1%
Cc1ccc2nc(N(CCCN(C)C)C(=O)c3cc4ccccc4oc3=O)sc2c1,2.0%[50 µM],-11%,1.7,1.3,1.4,-0.52,-0.21,0.3,0.21,-0.46,1388,-1.1%,.,.,i,-6,4%
COc1ccc(Cl)cc1NC(=S)NNC(=O)c1cccnc1,-0.1%,-10%,2.4,2.4,6.9,0.99,0.087,0.91,-2.3,-0.18,1192,-5.7%,-0.9,1082,+,-7.3*,5%
COc1ccc(OCC(=O)N2c3ccc(C)cc3C3CN(C)CCC32)cc1 (stereo unspecified),0.1%,4%,2.0,2.4,2.7,0.35,-0.33,-0.23,-0.98,-0.18,1270,3.1%,-1.3,1185,i,-4,-1%
Cc1c2cnn(-c3ccccc3)c(=O)c2c(C)n1CCCC(=O)N1CCN(C)CC1,-0.6%,5%,2.2,4.0,8.3,-0.79,-0.29,-0.34,0.57,-0.17,1058,0.0%,.,.,i,3,0%
O=C(O)c1ccc(CS(=O)(=O)Cc2ccccc2F)o1,1.8%[50 µM],17%,3.9,1.6,6.2,0.22,-0.26,1.1,-0.6,-0.11,1310,-2.6%,-2.0,552,i,-17,5%
CC1=CC(C)=Nc2ccccc2N1,0.0%,-15%,1.0,0.9,15,-0.95,-0.36,-0.64,0.82,.,.,-1.1%,.,.,i,8,6%
CCC(C)C(=O)Nc1nc2ccc(OC)cc2s1 (stereo unspecified),.,3%,.,.,.,-0.52,-0.24,0.16,0.26,-1.2,1060,.,0.9,1358,.,.,4%
FC(F)(F)c1cccc(NC(=S)NNC(=S)Nc2ccc(Cl)cc2)c1,.,7%,.,.,.,-0.19,-0.16,0.34,-0.42,.,.,.,0.4,1237,.,.,5%
CNC(=O)NC(=O)CSc1nnc(-c2ccc(F)cc2)n1CC1CCCO1 (stereo unspecified),0.1%,1%,2.6,2.0,8.9,0.44,-0.31,-0.31,-1.2,0.89,1260,-4.9%,-0.1,1049,i,-15,0%
Cc1[nH]n(-c2ccccc2)c(=O)c1C=NC1CCCCCC1,-1.1%,8%,2.2,2.2,2.9,-0.56,-0.31,0.19,0.8,-2.9,1564,-1.3%,-5.5,1107,i,1,3%
CCOc1cc(CNc2ccc(CNc3ncn[nH]3)cc2)ccc1OCc1ccccc1,3.4%,-2%,3.0,2.9,5.1,-0.37,-0.27,-0.34,0.35,-0.29,1377,-2.0%,-0.6,1167,i,22,-11%
Cc1nc(-c2nnc(SCC(=O)Nc3cc(Cl)cc(Cl)c3)n2C)cs1,-0.1%,-4%,.,.,.,0.014,-0.26,0.51,-0.26,-0.26,1051,.,-0.2,1285,.,.,6%
O=C(NC(NC(=S)Nc1ccc(Cl)c(Cl)c1)C(Cl)(Cl)Cl)c1ccco1 (stereo unspecified),-0.6%,12%,2.8,1.5,4.7,-0.39,-0.28,0.018,0.34,.,.,-2.0%,.,.,i,15,9%
O=C(CSCc1ccc(C(=O)O)cc1)Nc1ccc2ccccc2c1,1.1%[50 µM],1%,.,.,.,1.9,-0.082,1.4,-1.6,0.5,985,.,1.2,1299,.,.,6%
O=C1c2cccc3c(N4CCCCC4)ccc(c23)C(=O)N1c1ccc(O)cc1,-1.1%,-2%,7.6,5.4,1.6,0.32,6.1,1.3,0.96,6.1*,1144*,-2.0%,1.4,1098,+,20*,3%
COc1ccc(CNc2nc(SC)n[nH]2)cc1OC,-0.1%,-4%,3.1,2.0,2.6,-0.2,-0.22,0.22,0.016,0.64,1307,-1.8%,-0.4,1024,i,4,1%
